ERAP1 HTS inh – blocks human ERAP1 aminopeptidase activity; 0.15% of 340,000 active; inhibition, % at 10.7 µM; Q9NZ08; AID 652197; recombinant ERAP1, Leu-AMC fluorescence, 60 min;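 active means mean replicate inhibition of at least 30%, or all replicates individually reaching that 30% level; inactive means mean below 30% and not every replicate reaching it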;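 further: 0% = neutral control wells and 100% = L-leucinethiol positive control wells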
esBAF inh – inhibitors of esBAF chromatin remodeling in mouse ES cells. Bmi1-luciferase knock-in reporter, 24 h; 100% = twice the neutral-well signal. reporter increase, % at 12.5 µM. 2% of 350,000 active. AID 602393; in the data active means activation above about 40%; inconclusive means no clear call, values can overlap the other calls;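 further: 0% = median of the plate's neutral control wells and 100% = double that signal; a rise in the Bmi1 reporter signal indicates esBAF inhibition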
RAD54 branch – blocks human RAD54 Holliday junction branch migration; Q92698; inhibition, % at 10.4 µM; 0.14% of 360,000 active; FAM/BHQ fluorescence; AID 602329;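 active means mean normalized replicate activity at least 40 and at least half of replicates scoring 40 or more; inconclusive means only one of the two criteria met; inactive means mean below 40 and under half of replicates reaching 40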;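 further: 0% = median of neutral control wells and 100% = median of positive control wells; inhibitors cause a drop in the FAM fluorescence signal; in these data hits start at about 50%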
ARNT-TACC3 inh – disrupts binding between human ARNT and TACC3; Q9Y6A5; AlphaScreen His-ARNT PAS-B/GST-TACC3 binding, luminescence; TACC3 fragment carries E629A point mutation; inhibition, % at 9.99 µM; 0.66% of 390,000 active; AID 623870;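 active means mean inhibition of replicates at least 50% and at least half of replicates each reaching 50%; inconclusive means half or more replicates reach 50% but mean below 50%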;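 further: 0% = complete ARNT plus TACC3 wells and 100% = ARNT alone without TACC3; many hits fall short of the cut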
RAD52 anneal inh – RAD52 (human) annealing inhibition. recombinant RAD52 DNA annealing, FRET fluorescence. inhibition, % at 18.7 µM. P43351. AID 651710. 0.46% of 360,000 active;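 active means every replicate showing at least 50% inhibition; inconclusive means mean inhibition at least 50% but not in every replicate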
Target sequence (P43351 whole entry, looked up): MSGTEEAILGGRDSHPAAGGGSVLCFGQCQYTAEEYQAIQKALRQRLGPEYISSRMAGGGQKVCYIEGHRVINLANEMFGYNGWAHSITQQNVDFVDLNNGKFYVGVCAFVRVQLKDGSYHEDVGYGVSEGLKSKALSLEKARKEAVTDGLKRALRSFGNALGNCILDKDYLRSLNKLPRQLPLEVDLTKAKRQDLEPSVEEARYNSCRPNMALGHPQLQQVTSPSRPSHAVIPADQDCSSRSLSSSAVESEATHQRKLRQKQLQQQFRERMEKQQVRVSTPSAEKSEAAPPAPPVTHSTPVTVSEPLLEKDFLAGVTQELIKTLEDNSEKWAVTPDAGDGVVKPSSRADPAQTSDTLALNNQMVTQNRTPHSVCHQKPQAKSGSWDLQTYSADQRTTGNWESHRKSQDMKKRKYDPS
F508del corr – CFTR F508del correction in bronchial cells. CFBE cells, YFP halide quenching; stimulated with forskolin plus potentiator P3; % fluorescence drop versus neutral controls. activity (quench increase), % at 7.58 µM. 0.36% of 350,000 active. AID 720511;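 active means mean added fluorescence quench of at least 8% versus neutral control, with both replicates also reaching 8%; inconclusive means only one of the mean or replicate conditions met; inactive means mean below 8% and not both replicates reaching 8%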;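 further: cells transiently co-express mutant CFTR-F508del with the halide-sensitive YFP; corrector assay measuring rescue of mutant channel to the surface after 24 h compound exposure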
XiGFP reactiv – activators of X-chromosome reactivation in mouse fibroblasts | XiGFP mouse fibroblasts, % GFP-positive cells imaging, 3 d; cells co-treated with 5-aza-dC sensitizer; scaled so ellipticine positive control = 100% | activation, % at 7.58 µM | 0.055% of 360,000 active;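 active means mean normalized replicate activation at least 10% and every replicate at or above 10%; inconclusive means only one of the two criteria met; inactive means mean below 10% and not all replicates reach 10%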;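 further: 0% = median of on-plate neutral control wells and 100% = ellipticine 6 µM median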
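Schedule: 3 d treatment, 15 min room-temperature fixation; system: 68-5-11 XiGFP fibroblast line; buffer or medium: DMEM plus 5-aza-dC sensitizer; control set: ellipticine 6 µM positive control; compound: one concentration, pinned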
GSIS activator – primary screen for activators of insulin secretion dependent on glucose, INS-1E cells, GLuc reporter luminescence | INS-1E GLuc reporter insulin secretion, 2-3 h | activation, % at 16.6 µM | 0.61% of 370,000 active | AID 743287;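 active means lowest replicate activation of at least 40%, so every replicate reaches that level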;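 further: 0% = median of neutral control wells and 100% = median of IBMX positive control wells; some compounds called inactive have numbers as strong as hits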
Starred values were filed as active, the others as inactive; ? = inconclusive; . = no result given; & = joins results of further samples.

SMILES	ERAP1 HTS inh	esBAF inh	RAD54 branch	ARNT-TACC3 inh	RAD52 anneal inh	F508del corr	XiGFP reactiv	GSIS activator
CCn1c(SC(C)C(=O)Nc2nnc(C)s2)nnc1-c1ccco1 (stereo not given)	-6	5	-5	10	-13	1.6	0.0	9
CCCNC(=O)Nc1ccc2c(c1)OC[C@@H](C)N(C(=O)CC)C[C@H](C)[C@H](OC)CN(C)C2=O	-3	-1	-1	-9	-5	-1.1	0.4	-3
O=S(=O)(Cc1ccccc1)N1CCCCN2[C@@H](CO)[C@@H](c3ccc(-c4ccc(F)cc4)cc3)[C@@H]2C1	2	1	-3	1	-9	-4.4	0.0	-14
Cc1ccc(COC(=O)c2ccc3c(c2)C(=O)N(CCCN2CCOCC2)C3=O)cc1	2	.	.	-12	1	-0.5	-0.1	-8
CC(C(=O)OCC(=O)c1c(N)n(C)c(=O)n(C)c1=O)N1C(=O)c2ccccc2C1=O (stereo not given)	-4	.	-7	-5	-5	-1.9	0.1	-2
O=c1oc2ccccc2c(Nc2ccc(Cl)cc2)c1[N+](=O)[O-]	2	.	.	-1	-10	-1.2	0.2	-57
CO[C@@H]1CN(C)C(=O)c2cc(NC(C)=O)ccc2OC[C@H](C)N(C(=O)c2ccncc2)C[C@@H]1C	-2	-3	-11	-4	-1	-0.8	0.3	-9
C[C@H]1CN([C@@H](C)CO)C(=O)c2cc(NC(=O)CCN3CCOCC3)ccc2O[C@@H]1CN(C)Cc1ccc(Oc2ccccc2)cc1	-2	-6	5	0	-10	-2.7	-1.3	-1
CC(C)(C)[C@@H]1C=C(C(=O)N2CCOCC2)O[C@H](OCc2ccc(CO)cc2)C1	1&-4	-2	4&1	-1&-10	6&-9	0.2&2.5	0.0	30
CSc1ccc(C(O)c2ncc(-c3cccc(F)c3)[nH]2)cc1 (stereo not given)	-1	6	8	.	-84	5.7	-0.1	-21
COC1OC(O)C(NC(=O)C(F)(F)F)CC1O (stereo not given)	-1	.	.	-4	-39	2.4	0.0	11
CCOC(=O)C1CCCN(C(=S)Nc2ccc(Nc3ccccc3)cc2)C1 (stereo not given)	1	?	5	6	-11	-1.4	0.0	-9
CCOC(=O)C1=C(C)N=c2sc(=Cc3cc(Cl)c(OCC(=O)O)c(Cl)c3)c(=O)n2C1c1cccc(OC)c1 (stereo not given)	-53	3	8	.	-324	6.1	0.3	.
COCc1cc(C)nc2sc(C(=O)N3CCN(c4ccccc4)CC3)c(N)c12	6	-2	1	.	-35	-4.3	0.0	-5
CCc1nnc(NC(=O)CSc2nnc(CNC(=O)c3ccccc3)o2)s1	4	0	-5	.	-45	-3.2	0.1	26
N#Cc1ccc(Oc2cnccn2)cc1	2	-4	-9	-5	-1	2.4	0.0	16
CCCCN(C(=O)COC(=O)c1nc2nccc(C)n2n1)C1CCS(=O)(=O)C1 (stereo not given)	1	-2	1	-7	1	-1.7	0.4	-1
Cc1occc(=O)c1OCc1ccccc1	2	.	.	-7	-11	2.9	0.0	15
COc1ccc(C2=Cc3ccccc3C(CC(=O)C3CC3)N2c2ccc(-c3cc(OC)c(OC)c(OC)c3)cc2)cc1 (stereo not given)	.	.	.	.	-14	-1.7	0.0	-32
O=C(NC1CCCC1)c1nc2c(nnn2Cc2ccccc2Cl)c(=O)[nH]1	1	-7	10	-1	-11	.	.	6
Nc1nn(S(=O)(=O)c2cccc3nsnc23)cc1-c1ccc(Br)cc1	.	6	-1	3	.	.	.	-46
CCCCN(Cc1ccco1)S(=O)(=O)c1ccc(-c2ccc(=O)[nH]n2)s1	-2	10	0	.	-11	-0.9	0.0	14
COCC(C)n1c(SCc2cc(=O)n3cc(C)ccc3n2)nc2ccccc2c1=O (stereo not given)	1	12	-3	2	-11	5.6	0.1	14
Cc1ccc(S(=O)(=O)N2CCN(C(=O)CC(C)n3cncn3)CC2)cc1C (stereo not given)	-2	-5	4	8	-3	-1.1	0.2	-11

Some of these compounds in order of length of the SMILES, smallest number first:
SMILES	ERAP1 HTS inh	esBAF inh	RAD54 branch	ARNT-TACC3 inh	RAD52 anneal inh	F508del corr	XiGFP reactiv	GSIS activator
COC1OC(O)C(NC(=O)C(F)(F)F)CC1O (stereo not given)	-1	.	.	-4	-39	2.4	0.0	11
CCCCN(Cc1ccco1)S(=O)(=O)c1ccc(-c2ccc(=O)[nH]n2)s1	-2	10	0	.	-11	-0.9	0.0	14
CC(C)(C)[C@@H]1C=C(C(=O)N2CCOCC2)O[C@H](OCc2ccc(CO)cc2)C1	1&-4	-2	4&1	-1&-10	6&-9	0.2&2.5	0.0	30
COc1ccc(C2=Cc3ccccc3C(CC(=O)C3CC3)N2c2ccc(-c3cc(OC)c(OC)c(OC)c3)cc2)cc1 (stereo not given)	.	.	.	.	-14	-1.7	0.0	-32

Remaining list, next part.
SMILES	ERAP1 HTS inh	esBAF inh	RAD54 branch	ARNT-TACC3 inh	RAD52 anneal inh	F508del corr	XiGFP reactiv	GSIS activator
COc1ccc(N2CCN(CC(O)COc3ccc([N+](=O)[O-])cc3)CC2)cc1 (stereo not given)	6	.	.	.	-8	-4.1	0.0	-6
O=C1NC[C@@H](CCCCN2C[C@H](Cc3ccc(O)cc3)N(CC3CCCCC3)C(=O)C2=O)N(CC2CCCCC2)C1=O	-1	.	.	.	-7	-1.3	0.4	-41
O=C1CC(=O)Nc2cc(S(=O)(=O)N3CCOc4ccccc43)ccc2N1	5	-3	1	-7	-9	0.5	0.1	-13
CN(C)C(=O)c1cccc(-c2ccc([C@@H]3[C@@H](CO)N4CCCCN(C(=O)C5CCCC5)C[C@H]34)cc2)c1	4	.	-4	-7	21	-1.1	.	.
CCOCCCNC(=O)C(c1ccc(OC)cc1)N(Cc1ccc2c(c1)OCO2)C(=O)c1ccccn1 (stereo not given)	5	.	-6	0	-3	0.4	0.1	-3
COc1ccccc1OCCCCCc1c(C)n[nH]c1C	.	-26	-8	-7	.	.	.	-7
O=C(NCCCN1CCCC1=O)c1cc(S(=O)(=O)N2CCN(c3ccccc3)CC2)ccc1Cl	2	-7	-6	-2	-16	0.2	0.0	-25
C[C@@H]1CN([C@H](C)CO)C(=O)Cc2cc(NC(=O)Nc3ccccc3)ccc2O[C@@H]1CN(C)Cc1ccc(-c2ccccc2)cc1	-1	4	4	6	22	-3.7	0.0	2
Cc1[nH]c2ccc(C(=O)NCCCN(C)C3CCCCC3)cc2c1C	-3	-6	3	12	11	-1.7	0.0	-4
Cc1ccc2c(c1)C(c1ccncc1)=NNC(c1ccc(F)cc1)=N2	0	.	.	2	-20	0.4	0.0	3
CN(C)CC(=O)N1[C@@H]2Cn3c(ccc(C4=CCCCC4)c3=O)[C@H]1[C@@H](C(=O)NCC1CC1)[C@@H]2CO	-2	-4	3	-4	13	.	0.0	0
CN(C)C(CNC(=S)Nc1ccccc1Cl)c1cccnc1 (stereo not given)	4	.	.	0	-20	2.8	0.1	3
CCOC(=O)C1CCCC12Nc1cccc3cccc(c13)N2 (stereo not given)	3	-6	3	-6	-13	-0.8	0.3	.
CN1C(=O)C(O)(CC(=O)c2cccc(-n3cccc3)c2)c2ccccc21 (stereo not given)	.	-1	4	3	.	.	.	-20
CC1CN(C(=O)COC(=O)c2nn(-c3ccccc3)c(=O)c3ccccc23)CC(C)O1 (stereo not given)	4	.	.	.	-5	-3.4	0.1	1
CCOc1cc(/C=N/Nc2nnc(C)n2N)ccc1O	0	-4	-4	-8	14	-1.3	0.0	-8
CCCCNC(=O)c1nc(-c2ccccc2)oc1-c1ccc(Cl)cc1	2	.	.	.	1	0.6	-0.1	.
Cc1cc(C)n(CC(C)Nc2nc3nonc3nc2N2CCCCC2)n1 (stereo not given)	14	-4	-2	-5	-15	.	0.0	31
O=C(N[C@H]1CC[C@H](CCn2cc(-c3ccccc3)nn2)O[C@@H]1CO)c1ccccc1F	1	-22	-2	-7	9	0.3	-0.1	-10
CCCNC(=O)N1C[C@@H]2[C@H](c3ccccc31)[C@H](CO)N2C(=O)c1ccncc1	-1	-5	4	-6	-9	0.2	0.2	5
C[C@H]1CN([C@@H](C)CO)C(=O)c2cc(NC(=O)CCC(F)(F)F)ccc2O[C@@H]1CN(C)Cc1ccc(Cl)c(Cl)c1	1	-1	-4	10	3	-0.7	-0.1	-35
COc1ccccc1N1CCN(C(=O)Nc2cccc(C)c2)CC1	.	25	3	-2	.	.	.	-2
COc1ccc2c3c([nH]c2c1)[C@@H](CO)N(C(C)=O)CC31CN(S(=O)(=O)c2ccccc2)C1	1	.	.	.	3	1.3	0.2	-5
CCOc1cc(C(=O)OCC(=O)Nc2cc(C)on2)ccc1OCC(C)C	1	.	.	-5	-22	3.6	0.0	-7
CO[C@H]1CN(C)C(=O)c2ccc(NC(=O)c3ccccc3)cc2OC[C@H](C)N(C(=O)C2CC2)C[C@H]1C	.	-3	-2	-7	.	2.2	0.1	-3
COc1cccc(C(=O)NCCS(=O)(=O)NCC2CCCO2)c1 (stereo not given)	-1	4	-6	-3	-4	-0.8	0.1	20
C[C@@H]1CN([C@@H](C)CO)C(=O)c2cc(NC(=O)CCN3CCOCC3)ccc2O[C@@H]1CN(C)CC1CC1	-2	-1	-2	-14	-5	-3.2	0.0	7
Cc1ccc(S(=O)(=O)Nc2ccc3c(c2)C(=O)N([C@@H](C)CO)C[C@H](C)[C@@H](CN(C)S(C)(=O)=O)OCCCC[C@@H](C)O3)cc1	3	1	-3	0	9	0.2	0.0	-1
C[C@H]1CN([C@@H](C)CO)S(=O)(=O)c2ccc(C#Cc3ccncc3)cc2O[C@@H]1CN(C)S(=O)(=O)c1ccc(F)cc1	1	0	3	-1	-54	0.2	0.0	-49
C#CCOc1coc(COC(=O)c2ccccc2)cc1=O	-3	7	-9	-4	-2	-0.8	0.0	.
CSc1ccccc1NC(=O)CN(C)C(=O)c1c(C)nn(Cc2ccccc2)c1C	-2	0	-4	2	-4	2.3	0.1	12
CNC(=S)N(Cc1ccc2c(c1)OCO2)C1CC(=O)N(c2ccccc2)C1=O (stereo not given)	8	-3	.	4	-4	-0.4	0.0	-28
Cc1nc(C)c(Cc2ccccc2Cl)c(=O)[nH]1	2	.	.	-8	-14	.	-0.2	7
CCCN1C[C@@H](C)[C@H](OC)CN(C)C(=O)c2ccc(NC(=O)COC)cc2OC[C@@H]1C	0	-3	-6	1	22	.	-0.6	4
CN(Cc1ccccn1)C(=O)C1CCC(=O)N(Cc2cccc(C(F)(F)F)c2)C1 (stereo not given)	-1	10	-6	2	-7	-0.6	0.0	0
C/C=C/c1ccc2c(c1)O[C@H](CN(C)Cc1ccncc1)[C@H](C)CN([C@H](C)CO)S2(=O)=O	-1	2	-3	-7	1	-0.2	-1.1	9
COC(=O)c1cc(-c2ccc(Cl)cc2Cl)n[nH]1	-4	31	-11	-19	3	3.0	0.2	8
COC(=O)c1sccc1NC(=O)C1CC(C)=C(C)CC1C(=O)O (stereo not given)	18	-2	.	-3	-14	2.9	0.4	-14
CCCCCc1nnc(NC(=O)C2COc3ccccc3O2)s1 (stereo not given)	2	9	-4	-4	-18	2.6	0.2	-11
O=C(C[C@@H]1C[C@H]2c3cc(NC(=O)NC4CCCC4)ccc3O[C@H]2[C@H](CO)O1)NCc1ccccc1F	0	3	0	-4	-6	1.2	0.0	6
O=C(c1ccc(N2CCN(S(=O)(=O)c3ccccc3)CC2)c([N+](=O)[O-])c1)N1CCOCC1	6	.	.	7	2	.	3.2	.
Oc1ccccc1-c1nc(NCc2cccnc2)c2ccccc2n1	2	.	5	0	-3	3.3	-0.7	0

Source: PubChem BioAssay
